# Compound activity as filed in PubChem BioAssay.
# FBW7 activator – human FBW7 E3 ligase activation, primary screen; Q969H0; AlphaScreen FBW7–phospho-cyclin E peptide binding, activator screen; normalized activity (activation), % at 26.1 µM; 650,000 compounds, 0.13% hits; AID 1259310; in the data active = normalized activity above about 1.9%;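 also: purified mutant Fbw7 with reduced substrate affinity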
# Target sequence (Q969H0 whole entry, looked up): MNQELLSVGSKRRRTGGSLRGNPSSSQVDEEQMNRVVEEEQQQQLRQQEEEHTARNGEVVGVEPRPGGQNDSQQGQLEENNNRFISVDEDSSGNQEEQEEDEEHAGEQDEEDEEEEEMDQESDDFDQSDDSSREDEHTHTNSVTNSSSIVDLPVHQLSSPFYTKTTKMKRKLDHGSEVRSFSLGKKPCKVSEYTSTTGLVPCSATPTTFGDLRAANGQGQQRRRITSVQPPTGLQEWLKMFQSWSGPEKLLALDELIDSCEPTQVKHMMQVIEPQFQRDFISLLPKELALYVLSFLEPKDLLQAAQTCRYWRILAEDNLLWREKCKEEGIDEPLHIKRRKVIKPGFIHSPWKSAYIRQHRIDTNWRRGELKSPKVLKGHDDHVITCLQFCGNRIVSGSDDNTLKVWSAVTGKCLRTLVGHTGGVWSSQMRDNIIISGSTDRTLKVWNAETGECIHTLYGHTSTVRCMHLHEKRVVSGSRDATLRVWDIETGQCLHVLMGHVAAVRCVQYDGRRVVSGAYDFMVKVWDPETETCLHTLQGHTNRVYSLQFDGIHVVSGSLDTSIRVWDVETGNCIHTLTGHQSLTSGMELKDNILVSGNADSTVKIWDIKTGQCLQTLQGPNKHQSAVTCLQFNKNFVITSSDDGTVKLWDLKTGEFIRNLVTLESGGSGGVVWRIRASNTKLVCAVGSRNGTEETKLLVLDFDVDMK
# MITF inh – blocks human microphthalmia-associated transcription factor. O75030. AlphaScreen MITF homodimerization, bead proximity signal. inhibition, % at 2.6 µM. 650,000 compounds, 0.91% hits. AID 1259374; in the data active = inhibition above about 50%;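 also: 0% = vehicle wells with protein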
# GPR151 ag – human GPR151 activation | 650,000 compounds, 1% hits | activation, % at 11.2 µM | Q8TDV0 | PathHunter beta-arrestin GPR151 cells, luminescence; in the data active = activation above about 4.9%;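 also: 0% = median of compound wells and 100% = cells with positive control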
# TEAD-YAP inh – TEAD-YAP interaction inhibition. 640,000 compounds, 1.4% hits. HEK-TIYL cells, TEAD-Gal4/YAP UAS-luciferase luminescence. inhibition, % at 9.12 µM; in the data active = inhibition above about 32%;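 also: 0% = median of test compound wells and 100% = reference inhibitor wells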
# An asterisk follows results filed as active. Hits appear at their usual frequency; any-hit rate near 3.4%.
cpd	Compound	FBW7 activator	MITF inh	GPR151 ag	TEAD-YAP inh
1	OC(CNC1CCCc2ccccc21)COCc1cccs1 (stereo unspecified)	0.3	39.7	0.1	2.6
2	COc1ccc(N2CCN(C3CCCN(S(C)(=O)=O)C3)CC2)cc1 (stereo unspecified)	-0.1	4.8	1.2	-1.9
3	O=c1/c(=C/c2ccc(-c3cccc(C(F)(F)F)c3)o2)sc2n1C(c1ccc(Br)cc1)C1=C(N=2)c2ccccc2CC1 (stereo unspecified)	0.1	6.0	-1.4	-1.0
4	Cc1cc(Nc2ccccc2Cl)n2nc(C)nc2n1	0.0	0.0	0.9	-1.9
5	O=C(Nc1cccc2c(NC(=O)c3ccc([N+](=O)[O-])o3)cccc12)c1ccc([N+](=O)[O-])o1	0.9	19.8	-1.0	1.1
6	COc1cc(C(=S)N(C)C)ccc1O	-0.1	-6.2	0.0	7.0
7	CCCNc1nc(-c2ccc(OC)cc2)nc2c1ncn2-c1ccsc1	0.1	-2.0	0.1	6.2
8	C=CCN(CC=C)CCCOc1ccc([N+](=O)[O-])c(C)c1	-0.2	22.8	0.2	-4.8
9	C/C=C(\C)CN1CCC(C2(CCC)NC(=O)N(CC3CCCO3)C2=O)CC1 (stereo unspecified)	-0.1	-8.1	-1.2	-6.0
10	COc1ccc(-c2nnc3sc(NC(=O)c4cccc(OC)c4)nn23)cc1	0.7	7.2	3.7	-1.3
11	COc1ccc(N(C)C(=O)Cc2noc3ccccc23)cc1	1.6	3.9	-1.8	-2.4
12	O=C(CSc1nc2[nH]ncc2c(=O)n1-c1ccc(Cl)c(Cl)c1)NCc1ccccc1Cl	0.2	7.3	0.8	3.7
13	N#Cc1ccc(OCC(=O)NC2CCCCCCC2)cc1	-0.1	-6.9	-1.6	-10.1
14	O=C(O)C1CC(=O)N(C2CCCCCCC2)C1 (stereo unspecified)	0.1	-11.6	1.6	1.4
15	CN(C)CCCn1c(-c2ccc(Cl)cc2)csc1=Nc1ccccc1	-0.7	22.8	1.1	5.3
16	Cn1c(SCC(=O)NC2CC2)nnc1-c1ccc(NC(=O)/C=C/c2ccccc2)cc1	-0.1	6.2	-0.3	1.4
17	COc1ccc(C(=O)OCC(=O)c2ccc(Cl)s2)c(OC)c1	0.1	9.4	0.0	-1.9
18	Cc1ccc(CNC(=O)Cc2cn(C)c3ccccc23)cc1	0.1	3.1	0.6	3.2
19	CC(C)(C)NC(=O)c1ccccc1C(=O)O	0.0	3.3	0.7	-1.9
20	COCCNC(=O)c1ccc2c(c1)N=C(C)c1cc(C)ccc1S2	-0.1	-4.4	0.8	67.6*

# 2 entries drawn at random from the list so far:
cpd	Compound	FBW7 activator	MITF inh	GPR151 ag	TEAD-YAP inh
17	COc1ccc(C(=O)OCC(=O)c2ccc(Cl)s2)c(OC)c1	0.1	9.4	0.0	-1.9
18	Cc1ccc(CNC(=O)Cc2cn(C)c3ccccc23)cc1	0.1	3.1	0.6	3.2

# (listing goes on)
cpd	Compound	FBW7 activator	MITF inh	GPR151 ag	TEAD-YAP inh
21	Cc1ccc(CNCc2c(C(=O)O)[nH]c3cc(C)ccc23)cc1	0.3	-0.6	-0.6	8.8
22	COCc1cc(C)n(CC(=O)O)c(=O)c1C#N	1.1	20.4	-0.8	-13.3
23	CCOC(=O)c1ccc(N2CCN(c3cc(C)ccc3C)CC2)c(NC(=O)Nc2ccccc2)c1	0.2	-26.7	2.1	-6.8
24	CCOc1cc([N+](=O)[O-])c(OCC)cc1NC(=O)CSc1nnc(C)c(=O)[nH]1	0.2	2.6	0.6	-14.5
25	O=C(NCc1nnc2n1CCN(C(=O)Cc1cccc3ccccc13)CC2)C1CCOC1 (stereo unspecified)	0.1	6.5	2.4	-3.7
26	O=C(Cn1nc(Cc2cccnc2)c2ccccc2c1=O)NCCCN1CCCC1=O	0.3	12.8	-0.5	-1.6
27	CN1CCN(C(c2ccccc2)c2nnnn2C2CCCC2)CC1 (stereo unspecified)	0.3	1.1	0.2	18.6
28	O=C1CCC(C(=O)OCC(=O)Nc2ccccc2OC(F)F)=NN1	0.0	3.0	-1.6	-1.6
29	N#CC1=C(N)Oc2n[nH]c(-c3ccccc3)c2C12c1ccccc1-c1ccccc12	-0.1	3.7	-0.9	2.5
30	Cc1cc(C)cc(N(CC(=O)Nc2ccc(F)c(Cl)c2)S(C)(=O)=O)c1	-0.2	-4.4	1.2	8.4
31	COc1ccc2c(c1OC)C(=O)OC2Nc1cccc(C(F)(F)F)c1 (stereo unspecified)	0.1	5.2	1.5	-3.0
32	Cc1nccn1-c1ccc(NC(=O)C2CCCN(C3CCOCC3)C2)cc1 (stereo unspecified)	0.0	12.8	-0.8	-3.7
33	CCSc1ccccc1C(=O)Nc1ccccc1C(=O)NC(C)C	0.2	-0.3	-0.8	-3.0
34	C/C(=N\NC(=O)COc1ccc(C(C)(C)C)cc1C)c1ccc(C)o1	0.0	6.8	-0.1	2.6
35	Cc1ccc(Cl)cc1N1CCN(C(=O)c2cn(C)nc2C)CC1	-0.1	-6.8	3.4	4.4
36	Cc1ccccc1OCCN1c2cccc3cccc(c23)S1(=O)=O	0.3	7.8	-0.5	0.9
37	O=C(O)c1ccc(Cn2cc(Cl)cn2)cc1	-0.1	5.3	-1.1	0.5
38	CCN(CC)S(=O)(=O)c1ccc(C(=O)Nc2nc(-c3ccc(C(C)C)cc3)cs2)cc1	0.2	10.2	-0.1	3.2
39	O=C(O)CSCC(=O)N1CCC(N2C(=O)Cc3ccccc32)CC1	-0.1	-4.1	0.2	-5.6
40	CCOC(=O)C1=C(C)NC2=C(C(=O)c3ccccc32)C1c1cc(Br)c(OC)c(OCC)c1 (stereo unspecified)	-0.1	2.3	-0.6	13.5
41	O=C(c1cc([N+](=O)[O-])ccc1N1CCCCC1)N1CCCC1	-0.1	6.3	-0.7	7.8
42	Fc1cccc(-c2nn(CN3CCOCC3)c(=S)n2-c2ccccc2)c1	0.5	17.5	-0.2	7.0
43	O=C1CSC(c2ccc3c(c2)OCO3)N1c1ccc(F)cc1Cl (stereo unspecified)	0.1	20.1	-0.2	8.4
44	COc1ccccc1-n1nnnc1SCC(=O)c1ccc(Br)s1	-0.2	-8.6	-1.0	2.7
45	Cc1nc(N2CCN(Cc3ccccc3)CC2)nc2c1CCC2	0.2	-0.3	-0.9	-3.0
46	Cc1cc(C)c(C)c(S(=O)(=O)NCCc2ccsc2)c1C	0.8	-6.0	1.3	8.5
47	COc1cc(/C=C2\SC(=O)N(CC(=O)c3ccccc3)C2=O)ccc1O	0.0	-7.6	-1.1	12.8
48	COC(=O)c1c(OCc2ccncc2)cc(=O)n2c1CCN(C(=O)c1ccc(C)cc1)CC2	-0.1	-14.6	-0.4	-22.3
49	Cc1cccc(C2Nc3ccccc3NC3=C2C(=O)CC(c2ccccc2)C3)c1 (stereo unspecified)	0.0	8.0	0.1	14.9
50	CCOC(=O)C1CCN(C(=O)c2ccc3c(c2)NC(=O)C(CS(=O)(=O)Cc2c(F)cccc2Cl)N3)CC1 (stereo unspecified)	0.0	12.6	1.6	-0.7
51	COC(=O)c1cc(C(=O)N2CCC(C(=O)OC)CC2)cc([N+](=O)[O-])c1	-0.1	7.8	0.2	-1.3
52	Cn1nnnc1Sc1ccc(C(=O)c2ccccc2)cc1[N+](=O)[O-]	-0.1	-3.9	-1.8	3.2
53	Cc1nc2ncccc2c(=O)n1-c1ccc(NC(=O)c2ccco2)cc1	0.0	3.2	-0.1	3.3
54	Cn1c(/C(C#N)=C(\O)c2ccc([N+](=O)[O-])s2)nc2ccccc21	0.0	-4.0	-1.7	3.1
55	CN(C)c1cccc(Nc2cc(C(=O)NCCc3ccc(O)cc3)c3ccccc3n2)c1	0.1	69.8*	0.8	0.4
56	CC(C)CC(C(=O)OCC(=O)c1ccc(Cl)cc1)N1C(=O)c2ccccc2C1=O (stereo unspecified)	0.0	-0.9	0.0	13.0
57	Cc1cccc(C(=O)O)c1NC(=O)COc1ccc2ccccc2c1	0.6	11.2	-1.3	12.0
58	CCOC(=O)c1nn(-c2ccc3c(c2)CCN3C(C)=O)cc1O	0.0	-13.1	-1.3	-9.7
59	O=C(Nn1c(-c2cccc(Cl)c2)nc2ccccc2c1=O)c1cc(-c2ccc(F)cc2)nc2ccccc12	-0.2	-7.3	0.6	-2.5
60	COc1ccc(NC(=O)C(=O)N/N=C/c2ccccc2O)cc1	0.0	-36.1	2.1	-10.9
61	COC(=O)/C(C#N)=C/c1c(Oc2ccc(C)cc2C)nc2ccccn2c1=O	0.2	6.3	-0.7	-1.8
62	CCCCCC(=O)Nc1cc([N+](=O)[O-])ccc1F	0.7	7.0	-0.4	27.1
63	Cc1nc(N2CCN(c3ccccn3)CC2)c2c(C)c(C(=O)N3CCN(Cc4ccc5c(c4)OCO5)CC3)sc2n1	-0.1	10.4	1.0	36.8*
64	Cc1ccccc1Cc1c(C)nc2c(C(=O)NC(C)C)cnn2c1C	0.9	13.6	1.4	14.1
65	CC(=O)Nc1cccc(NC(=O)CSc2nnnn2Cc2ccccc2)c1	0.0	-3.7	0.3	6.7
66	Nc1cccc(C(=O)CC2(O)C(=O)N(Cc3ccc(Cl)cc3)c3ccccc32)c1 (stereo unspecified)	0.3	9.4	-0.1	12.4
67	Cc1ccc2nc3c(cc(C(N)=S)c(=N)n3Cc3ccco3)c(=O)n2c1	0.1	14.3	-1.3	-3.8
68	Cc1ccc(-n2ccnc(SCc3cccc(Cl)c3)c2=O)cc1	0.8	-2.8	0.1	-36.3
69	NC(=O)c1c(NC(=O)CCC(=O)OCC(=O)Nc2ccccc2Cl)sc2c1CCC2	0.1	-2.2	0.2	-5.8
70	O=C(Cc1cccc(F)c1)Nc1ccc(N2CCC(NCCn3cccn3)CC2)cc1	-0.2	-9.1	-1.2	-4.7

# (next part)
cpd	Compound	FBW7 activator	MITF inh	GPR151 ag	TEAD-YAP inh
71	CCCCNCCOc1cccc(CC)c1	0.1	27.7	0.3	3.8
72	Cc1ccc(C(=O)N2CCC[C@@H]3CN(CCC(C)C)CC[C@H]32)cc1N1CCNC1=O	0.8	19.4	-0.2	9.7
73	CC1CC(C)CN(S(=O)(=O)c2ccc(Cl)cc2)C1 (stereo unspecified)	-0.1	-2.9	0.8	13.2
74	Cn1c(=O)c(=O)n(C)c2cc(S(=O)(=O)N3CCC(N4CCCCC4)CC3)ccc21	0.1	5.2	-0.7	1.9
75	COc1cc(C)c2c(c1)O/C(=C\c1ccc(OC)c(OC)c1OC)C2=O	-0.1	14.5	7.5*	-11.2
76	COc1ccccc1NC(=O)C(=O)NCCc1ccccc1	0.0	3.8	-0.2	15.4
77	COc1ccc(/C=C(/C#N)C(N)=O)cc1O	0.0	9.7	-0.6	0.5
78	O=C(N/C(=C\c1ccccc1)C(=O)N1CCOCC1)c1ccccc1Cl	0.0	-0.8	0.6	1.7
79	CCOC(=O)NC(=C(Cl)Cl)S(=O)(=O)c1ccc(C)cc1	-0.1	11.7	-0.2	20.3
80	O=C(CCCCCNS(=O)(=O)c1ccc(Br)cc1)NCCCN1CCOCC1	0.1	11.1	-0.2	-4.0

# In the list so far, 17 contain a Cl atom:
cpd	Compound	FBW7 activator	MITF inh	GPR151 ag	TEAD-YAP inh
4	Cc1cc(Nc2ccccc2Cl)n2nc(C)nc2n1	0.0	0.0	0.9	-1.9
12	O=C(CSc1nc2[nH]ncc2c(=O)n1-c1ccc(Cl)c(Cl)c1)NCc1ccccc1Cl	0.2	7.3	0.8	3.7
15	CN(C)CCCn1c(-c2ccc(Cl)cc2)csc1=Nc1ccccc1	-0.7	22.8	1.1	5.3
17	COc1ccc(C(=O)OCC(=O)c2ccc(Cl)s2)c(OC)c1	0.1	9.4	0.0	-1.9
30	Cc1cc(C)cc(N(CC(=O)Nc2ccc(F)c(Cl)c2)S(C)(=O)=O)c1	-0.2	-4.4	1.2	8.4
35	Cc1ccc(Cl)cc1N1CCN(C(=O)c2cn(C)nc2C)CC1	-0.1	-6.8	3.4	4.4
37	O=C(O)c1ccc(Cn2cc(Cl)cn2)cc1	-0.1	5.3	-1.1	0.5
43	O=C1CSC(c2ccc3c(c2)OCO3)N1c1ccc(F)cc1Cl (stereo unspecified)	0.1	20.1	-0.2	8.4
50	CCOC(=O)C1CCN(C(=O)c2ccc3c(c2)NC(=O)C(CS(=O)(=O)Cc2c(F)cccc2Cl)N3)CC1 (stereo unspecified)	0.0	12.6	1.6	-0.7
56	CC(C)CC(C(=O)OCC(=O)c1ccc(Cl)cc1)N1C(=O)c2ccccc2C1=O (stereo unspecified)	0.0	-0.9	0.0	13.0
59	O=C(Nn1c(-c2cccc(Cl)c2)nc2ccccc2c1=O)c1cc(-c2ccc(F)cc2)nc2ccccc12	-0.2	-7.3	0.6	-2.5
66	Nc1cccc(C(=O)CC2(O)C(=O)N(Cc3ccc(Cl)cc3)c3ccccc32)c1 (stereo unspecified)	0.3	9.4	-0.1	12.4
68	Cc1ccc(-n2ccnc(SCc3cccc(Cl)c3)c2=O)cc1	0.8	-2.8	0.1	-36.3
69	NC(=O)c1c(NC(=O)CCC(=O)OCC(=O)Nc2ccccc2Cl)sc2c1CCC2	0.1	-2.2	0.2	-5.8
73	CC1CC(C)CN(S(=O)(=O)c2ccc(Cl)cc2)C1 (stereo unspecified)	-0.1	-2.9	0.8	13.2
78	O=C(N/C(=C\c1ccccc1)C(=O)N1CCOCC1)c1ccccc1Cl	0.0	-0.8	0.6	1.7
79	CCOC(=O)NC(=C(Cl)Cl)S(=O)(=O)c1ccc(C)cc1	-0.1	11.7	-0.2	20.3
